Source: PubChem BioAssay
M4 antag: antagonists of human muscarinic M4 receptor (CHRM4). 360,000 compounds, 0.73% hits. AID 624125. CHO-hM4 cells, ACh EC80, Fluo-8 calcium fluorescence. inhibition, % at 3 µM;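 active = inhibition above its plate's cutoff, the mean inhibition of sample wells plus 3 SD, cut at about 27% in these data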;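 also: 0% = acetylcholine EC80 with DMSO and 100% = DMSO without agonist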
M4 PAM: potentiates acetylcholine response at human M4 receptor | CHO-K1 hM4/Gqi5, Fluo-8 calcium fluorescence, ACh EC20; 0% = ACh EC20, 100% = maximal ACh | activation, % at 3 µM | 360,000 compounds, 0.4% hits | AID 624126;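 active = activation above its plate's cutoff, the mean activation of sample wells plus 3 SD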; also: some results filed as inactive read as strong as hits
CHRM5 antagonist: antagonists of human muscarinic M5 receptor (CHRM5); 360,000 compounds, 0.59% hits; AID 624040; inhibition, % at 3 µM; P08912; CHO-hM5 cells, Fluo-8 calcium fluorescence, ACh EC80;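 active = inhibition above a per-plate cutoff, the mean of that plate's test compounds plus 3 SD, cut at about 27% in these data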;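 also: 0% = acetylcholine EC80 with DMSO and 100% = DMSO without agonist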
IDE inh: inhibitors of human insulin-degrading enzyme in cells | P14735 | HEK cells, FAbetaB cleavage, fluorescence polarization | inhibition, % at 5.59 µM | 320,000 compounds, 0.41% hits;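 active = percent inhibition above the average of all tested compounds plus 3 SD, set per screening campaign, cut at about 16% in these data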;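 also: IDE supplied by intact live HEK cells; FP after avidin binding of uncleaved biotin substrate so inhibition keeps polarization high; 0% = DMSO wells and 100% = 60 µM reference IDE inhibitor Ii1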
Target sequence (P14735 whole entry, looked up): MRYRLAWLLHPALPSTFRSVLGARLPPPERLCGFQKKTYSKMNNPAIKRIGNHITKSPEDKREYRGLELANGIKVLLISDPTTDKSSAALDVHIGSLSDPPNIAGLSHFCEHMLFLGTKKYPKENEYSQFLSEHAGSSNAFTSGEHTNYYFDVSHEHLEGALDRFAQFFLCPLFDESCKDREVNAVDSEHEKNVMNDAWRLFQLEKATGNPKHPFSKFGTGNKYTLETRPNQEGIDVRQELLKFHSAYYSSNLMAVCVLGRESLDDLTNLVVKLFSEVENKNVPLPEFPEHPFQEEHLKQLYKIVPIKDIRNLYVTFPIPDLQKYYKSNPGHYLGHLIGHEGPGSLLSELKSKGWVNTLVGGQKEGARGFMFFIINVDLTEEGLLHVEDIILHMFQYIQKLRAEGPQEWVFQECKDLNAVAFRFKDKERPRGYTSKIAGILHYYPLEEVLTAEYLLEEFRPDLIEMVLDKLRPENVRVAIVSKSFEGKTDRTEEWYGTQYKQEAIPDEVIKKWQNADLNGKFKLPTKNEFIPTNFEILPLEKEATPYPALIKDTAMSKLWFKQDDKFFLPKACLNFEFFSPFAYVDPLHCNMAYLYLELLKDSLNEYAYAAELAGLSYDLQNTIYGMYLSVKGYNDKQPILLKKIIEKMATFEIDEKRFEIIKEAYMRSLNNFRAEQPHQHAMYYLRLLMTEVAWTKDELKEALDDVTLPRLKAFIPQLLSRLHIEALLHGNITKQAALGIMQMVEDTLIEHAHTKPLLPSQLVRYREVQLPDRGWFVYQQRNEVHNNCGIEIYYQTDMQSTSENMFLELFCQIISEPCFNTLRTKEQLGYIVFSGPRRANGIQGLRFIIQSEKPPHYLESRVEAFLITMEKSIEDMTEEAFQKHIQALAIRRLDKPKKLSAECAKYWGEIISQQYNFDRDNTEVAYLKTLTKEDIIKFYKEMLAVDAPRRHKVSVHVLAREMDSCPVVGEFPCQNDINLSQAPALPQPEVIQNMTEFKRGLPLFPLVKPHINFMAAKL
M4 ag: agonists of human muscarinic M4 receptor (CHRM4). CHO-K1 hM4/Gqi5, Fluo-8 calcium fluorescence; vehicle 0%, full acetylcholine response 100%. 360,000 compounds, 0.14% hits. P08173. activation, % at 3 µM;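 active = activation above the run mean over all test wells plus 3 SD, cut at about 32% in these data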;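 also: peak over basal fluorescence ratio per well then scaled between controls; 0% = DMSO wells and 100% = acetylcholine at EC100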
CRFBP-R2 agonist: CRF-BP/CRF-R2 complex agonism; 350,000 compounds, 0.46% hits; AID 588473; activation, % at 13.2 µM; HEK293 CRF-R2/CRF-BP, calcium dye fluorescence (FLIPR); percent of saturating CRF peptide response;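 active = activation of at least 50%, plus an integration ratio under a set limit after plate pattern correction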;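 also: plate controls were neutral control wells without compound for no effect and CRF at EC100 for full effect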
CHRM5 PAM: CHRM5 positive allosteric modulation; AID 624038; activation, % at 3 µM; P08912; 360,000 compounds, 0.3% hits; CHO-K1 hM5, Fluo-8 calcium, ACh EC20 PAM; 0% = ACh EC20, 100% = ACh EC100;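 active = activation above the run cutoff, the mean activation of all test compounds plus 3 SD, cut at about 18% in these data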
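Assay system: CHO-K1 hM5 cells. Also added: acetylcholine at EC20 concentration, added after compound. Dosing: 3 µM, single dose. Times: compound preincubation 140 s before EC20 acetylcholine addition. Signal: Fluo-8 calcium fluorescence. Measure: % activation relative to EC20 and EC100 ACh responses. Repeats: singlicate, one well per test compound.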
CRFBP-R2 block: CRF-BP/CRF-R2 complex antagonism | HEK293 CRF-R2/CRF-BP, CRF-induced calcium fluorescence | 350,000 compounds, 0.59% hits | inhibition, % at 11.8 µM;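 active = inhibition of the ligand-induced calcium signal above about 50% at the single tested concentration, limit read from the data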
CHRM5 agonist: agonists of human muscarinic M5 receptor (CHRM5) | CHO-K1 hM5 cells, Fluo-8 calcium fluorescence; 0% DMSO wells, 100% maximal acetylcholine response | activation, % at 3 µM | AID 624037 | P08912 | 360,000 compounds, 0.19% hits;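 active = activation above the run's mean over test compounds plus 3 SD, cut at about 23% in these data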;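 also: signal is peak over basal fluorescence ratio across the kinetic read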
The depositor's hits bear a star; nt = not tested or not shown; & = joins results of further samples.

M4 antag	M4 PAM	CHRM5 antagonist	IDE inh	M4 ag	CRFBP-R2 agonist	CHRM5 PAM	CRFBP-R2 block	CHRM5 agonist	Molecule
8	0	4	-2	2	0.9	-5	-64	-5	Cc1ccc(N2NC(=O)/C(=C\c3cc4c(cc3[N+](=O)[O-])OCO4)C2=O)cc1C
-5	4	7	1	1	2.3	-3	-7	-1	O=C(CCNS(=O)(=O)c1ccccc1)NNC(=O)c1csc(N2CCOCC2)n1
-11	1	3	-5	2	1.1	-5	-1	-3	CCOc1ccc(-n2nc(C(=O)NCCOC)c3ccccc3c2=O)cc1
2	-5	8	4	1	0.7	-6	-7	-2	Fc1cccc(CSc2nc3ncc(Cl)cc3[nH]2)c1
1	-9	-2	-7	6	0.7	0	9	-2	CCN(CC1COc2ccccc2O1)C(=O)c1ccc(Cl)c(S(=O)(=O)N2CC(C)OC(C)C2)c1 (stereo not given)
-3	3	-3	-1	0	1.8	-5	1	-1	NC(=O)CSC1=Nc2ccccc2C2=NC(CC(=O)NCc3cccs3)C(=O)N12 (stereo not given)
3&-14	-6&0	16&-1	3	3&0	-1.3	-17&-8	-14	-11&-7	CC(C)CC1Nc2ncnc(N3CCN(c4ccccn4)CC3)c2N(Cc2ccc(Cl)cc2)C1=O (stereo not given)
-1	5	8	4	1	-0.9	-3	-1	-1	COc1ccc2c(OC)cc(=O)n(C)c2c1
-10	1	-1	-8	-2	-0.8	-3	28	-4	COc1cc(C(=O)NC(c2ccccc2)c2ccccc2)cc(Cl)c1OC
1	10	-7	3	-1	3.2	1	-7	-1	COCCN1C(=O)C(=O)/C(=C(/O)c2ccc3c(c2)OCCO3)C1c1ccc(C(=O)OC)cc1 (stereo not given)
5	-3	6	1	1	-0.2	-5	12	1	Cn1cnnc1SCc1ccc(C#N)cc1Cl
2	-7	-3	1	-2	-2.1	13	-28	6	O=Nc1c(O)n(Cc2ccc(Cl)c(Cl)c2)c2ccccc12
-7	6	1	1	-1	-0.3	4	15	-3	CC(C)CN1C(=O)c2ccc(C(=O)Nc3ccc(O)cc3C(=O)O)cc2C1=O
-9	4	9	-1	0	-1.4	-4	-2	-2	O=C(Nc1cc([N+](=O)[O-])ccc1N1CCOCC1)c1cccs1
-6	8	-2	1	1	1.0	-6	19	-3	O=C(NC(=S)NCCc1ccccn1)c1ccccc1
-1	-7	5	nt	-1	0.1	-7	14	-2	O=C(Nc1nc(-c2cccs2)c(-c2cccs2)s1)C1CCCC1
7	-4	5	10	6	0.7	1	-3	-4	Fc1cccc(CSc2ccc3nnc(-c4cccnc4)n3n2)c1
-1	10	6	2	1	-0.5	5	4	4	CCCCNC(=O)c1onc(CSc2cccc(OC)c2)c1C(=O)O
-5	23	-10	-4	1	0.1	12	21	-3	Cc1c(NC(=O)C(C)N2CC(C)OC(C)C2)c(=O)n(-c2ccccc2)n1C (stereo not given)
5	1	-3	-7	0	0.8	5	6	1	O=c1[nH]cnc2c([N+](=O)[O-])cccc12
-5	0	4	1	2	-0.3	-1	4	-2	O=C(NCCCN1CCCC1=O)c1cccc(S(=O)(=O)N2CCN(c3ccccc3)CC2)c1
-2	5	5	-2	1	0.9	-2	-12	-2	Cc1oc(-c2ccccc2F)nc1CS(=O)CC(=O)NC1CCCC1 (stereo not given)
2	3	-3	1	2	-0.1	0	-4	1	CC1(C)CC(NC(=O)CCc2nnc(CCCCc3ccccc3)o2)CCO1 (stereo not given)
20	-8	3	-5	-1	-1.7	-7	12	-7	Cc1ccc(C(=O)c2cc([N+](=O)[O-])ccc2N2CCCCC2)cc1C
-23	6	-13	nt	1	2.9	4	-22	-1	O=C(Nc1ccc(C(=O)N2CCOCC2)cc1)C1CC1
-11	7	-2	nt	1	0.4	4	-15	0	CCc1cccc(CC)c1N1C(=O)CSCC1=O
-2	-1	3	nt	0	-1.7	-3	0	1	CC(=NNC(N)=O)C1CC2CCC1CC2 (stereo not given)
-2	0	14	nt	0	0.8	-7	-14	1	O=C(O)c1cccc(N2C(=O)C=CC2=O)c1
2	1	1	4	4	0.1	0	6	0	Cc1ccccc1CNc1ncnc2cc(Cl)ccc12
-3	-3	-8	nt	-1	3.3	-2	-6	-2	CCCCCCN1C[C@@H](n2cc(-c3ccc(F)cc3)nn2)[C@H](O)C[C@@H]1c1ccccc1

(cont.)
M4 antag	M4 PAM	CHRM5 antagonist	IDE inh	M4 ag	CRFBP-R2 agonist	CHRM5 PAM	CRFBP-R2 block	CHRM5 agonist	Molecule
-1	-6	12	2	6	-0.7	-4	2	-3	COC(=O)c1ccc(OCC(=O)NCCC2=CCCCC2)c(OC)c1
3	-3	-2	-4	1	-0.2	2	-2	-4	COc1ccc(C(=O)N(C)c2ccccc2C(=O)NCCc2ccccc2)cc1
2	1	-1	nt	4	1.2	-7	8	-6	CCOc1ccc(OCC)c(NC(=O)C2CCCN(S(=O)(=O)c3cccs3)C2)c1 (stereo not given)
-20	8	-3	-1	0	0.1	0	-6	0	CNC(=O)COc1coc(CN2CCN(c3ccccc3)CC2)cc1=O
-9	7	-9	-2	3	-4.1	0	7	0	COc1ccc(CNC(=O)CS(=O)Cc2nc(-c3ccccc3C)oc2C)cc1 (stereo not given)
7	6	1	4	2	26	-1	-27	1	Cc1ccc(NC(=S)Nc2ccc3nc(-c4ccccn4)c(-c4ccccn4)nc3c2)cc1C
6	-3	-4	20*	2	7.5	9	-12	9	CC(=Nc1ccc(Br)cc1)c1sc2ccccc2c1O
-8	-7	10	2	2	0.8	-8	3	-1	COC(=O)c1ccc(C(=O)Nc2ccc3nc(-c4ccncc4)[nH]c3c2)cc1
-29	3	0	-5	0	5.7	2	-10	-2	COc1ccc(-c2nnc(NC(=O)c3ccco3)s2)cc1
6	-7	14	nt	0	-2.4	-4	7	-1	Nc1ccc(NC(=S)Nc2ccccc2)cc1
-1	9	-2	nt	1	8.0	-2	16	0	c1cc2[nH]c3ccncc3c2cn1
5	10	11	-5	1	0.5	6	5	0	CCc1nc2c(sc3nc4c(cc32)COC(C)(C)C4)c(=O)n1CCN(CC)CC
6	8	5	nt	0	nt	-3	nt	5	COCCCn1cc(CN(C)C2CN(Cc3cn(CCCOC)nn3)S(=O)(=O)C2)nn1 (stereo not given)
-3	9	-3	0	-2	-2.4	1	1	-1	O=C(CSc1nc(Nc2ccccc2)nc(N2CCOCC2)n1)Nc1ccc2c(c1)OCCO2
0	-5	13	-2	10	-1.0	-1	5	-3	Cc1ccc(NC(=O)c2ccc3c(c2)CCN3S(C)(=O)=O)cc1C
3	-6	-3	0	2	-1.5	-1	10	0	Cc1ccc(C2(C)NC(=O)N(CCOc3ccccc3)C2=O)cc1 (stereo not given)
0	1	6	nt	2	0.2	-1	0	1	O=C(Cc1ccccc1)Nc1ccc(S(=O)(=O)N2CCCC2)cc1
-2	6	4	-3	1	0.7	2	-9	1	CC1CCCCC1NC(=O)CSc1nnc(-c2ccncc2)n1CCCN(C)C (stereo not given)
0	0	5	-3	0	-8.7	-5	-22	-4	CCOc1ccc(N(CC(=O)N2CCCCCC2)S(=O)(=O)c2ccc(C)cc2)cc1
5	2	8	2	1	-1.6	0	-4	-1	CC1(C)Cc2cccc(Oc3ccc(S(=O)(=O)N4CCCC4)cn3)c2O1
2	-29	9	1	-1	9.0	-14	-9	-7	CN(CC(=O)Nc1ccc([N+](=O)[O-])cc1Br)Cc1c(F)cccc1Cl
25	-24	9	-1	-1	0.9	-5	-64	-11	Cc1ccc(N(c2ncnc(N)c2[N+](=O)[O-])C2CCCCC2)cc1
3	-47	22	9	10	0.5	-21	-14	-7	O=C(Nc1ccc(F)cc1)Nc1ccccc1N1CCCCC1
-8	-2	14	3	6	-0.8	-3	5	7	COc1cc(CNCc2c[nH]c3ccccc23)cc(OC)c1
-1	-14	0	5	2	-1.1	-17	-7	-6	CCOC(=O)c1ccc(NC(=S)N(CCCN2CCCCC2)Cc2ccco2)cc1
2	-5	6	nt	-2	nt	-4	nt	-4	CCOC(=O)C1=CCC(c2ccco2)N(S(=O)(=O)c2ccc(C)cc2)C1 (stereo not given)
6	-1	1	-2	3	0.5	-2	-12	-3	CCOc1cccc(/C=N/NC(=O)c2cc(C3CC3)[nH]n2)c1O
5	-12	6	-2	-1	-1.1	0	12	-5	COc1ccc(C)cc1NC(=O)CNc1ccccc1CN(C)C1CCCCC1
9	-4	1	0	0	-1.0	0	-7	0	c1ccc2c(c1)nc1n2CN(Cc2ccc3c(c2)OCO3)CN1
-3	6	4	2	-1	0.4	-8	-28	-4	CCn1c(CN2CCN(c3ccc(Cl)cc3)CC2)nc2ccccc21

Next part
M4 antag	M4 PAM	CHRM5 antagonist	IDE inh	M4 ag	CRFBP-R2 agonist	CHRM5 PAM	CRFBP-R2 block	CHRM5 agonist	Molecule
6	-1	4	-1	2	-0.5	-4	-3	-4	COc1cccc(C2C(C#N)=C(C)NC3=C2C(=O)CC(C)(C)C3)c1 (stereo not given)
-1	2	-6	-2	-1	-1.4	-2	8	0	O=S(=O)(N/N=C1/CC(c2ccccc2)Oc2ccccc21)c1ccc(Br)cc1 (stereo not given)
-16	-7	-3	1	1	2.4	1	6	-4	COc1cccc(CN2CCNC(=O)C2CC(=O)N(C)C2CCOCC2)c1 (stereo not given)
0	-1	12	nt	4	-2.4	-2	2	0	Cc1ccc(-c2cc(C(=O)N/N=C/c3ccc([N+](=O)[O-])o3)c3ccccc3n2)o1
-11	7	-4	-2	-1	-2.2	9	4	-11	Cc1cc(C)c2c(CC(=O)NCCc3ccccc3)coc2c1
-5	5	11	4	1	0.1	2	-11	2	CCOC(=O)C1=C(CN2CCN(C(=O)OCC)CC2)NC(=O)NC1c1ccc2c(c1)OCO2 (stereo not given)
-17	2	5	-1	3	-0.4	0	-11	0	COc1ccc(N2CCN(CCNS(=O)(=O)c3ccc(C)cc3)CC2)cc1
-4	-4	1	4	2	2.3	-4	-10	-2	CCN(CCCNC(=O)C1CCC(=O)N1Cc1ccc(F)cc1)c1cccc(C)c1 (stereo not given)
5	-3	0	-4	0	-0.5	-1	-4	-9	CCN1CCN(C(c2ccccc2)c2nnnn2Cc2ccc3c(c2)OCO3)CC1 (stereo not given)
8	-6	4	0	18	-5.3	-12	18	0	Cc1ccc(-c2csc(=S)n2CC(=O)OCC(=O)NC(C)C(C)C)cc1 (stereo not given)
-7	10	0	6	3	0.3	-1	19	-2	Cc1ccc(-c2nn3c(C)nnc3c3ccccc23)cc1S(=O)(=O)NC(C)(C)CO
5	-7	3	nt	-2	nt	-1	nt	-8	Cc1cccc(C)c1-n1nnnc1C(C1CC1)N1CCN(C/C=C/c2ccccc2)CC1 (stereo not given)
-3	4	4	2	1	-0.1	3	14	2	COc1ccc(/C=C/C(=O)N2CCN(C)CC2)cc1OC
3	8	-2	-3	1	0.2	-1	-7	-4	CCC(C)NC(=O)CSC1=Nc2ccccc2C2=NC(CCC(=O)NCc3ccco3)C(=O)N12 (stereo not given)
